ALDH1A1 block: inhibitors of human aldehyde dehydrogenase 1A1. P00352. Purified ALDH1A1, NADH fluorescence, propionaldehyde substrate. Potency, µM (top dose mostly 75.3 µM), without a hit: at the top dose activity, negative = inhibition, actives largely listed as inhibitors. 7.3% of 220,000 active; active = well fitted inhibition curve with a large enough effect, not every such curve was filed as active; inconclusive = small, poorly fitted or top-dose-only effect, or another doubt; inactive = no such curve, though single readings can be large or run the other way;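 note: plate controls were no enzyme wells and a reference inhibitor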
GAA glycogen: GAA glycogen-cleavage inhibition or activation | recombinant GAA, glycogen substrate, Amplex Red glucose oxidase fluorescence | 0.38% of 300,000 active | P10253 | Potency, µM (series often up to 76.4 µM), for inactives: at the top dose activity change, negative = inhibition, usual class: inhibitors;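 note: 0% = full enzyme reaction and -100% = no-enzyme basal signal; the screen sought inhibitors and activators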
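Recombinant human enzyme (4 nM); glycogen substrate; 37 C, 40 min, pH 5.0. Readout: coupled glucose oxidase/Amplex Red fluorescence.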
GAA inh: inhibitors of human lysosomal alpha-glucosidase | purified human GAA, 4-MU-alpha-glucoside fluorescence | Potency, µM (highest dose often 76.9 µM), without a hit: at the highest dose activity change, negative = inhibition, hits mostly inhibitors | 0.005% of 200,000 active | AID 1466;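 note: plate controls were uninhibited enzyme wells for no effect and no-enzyme background for full effect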
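AC50 values come from Hill fits of compound titrations (up to 77 uM) against 4 nM human enzyme. Substrate 4-methylumbelliferyl-alpha-D-pyranoside at 400 uM, pH 5.0 citrate buffer, 20 min room temperature; fluorescence Ex 365/Em 440 after alkaline stop.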
GAA spleen mod: inhibits or activates alpha-glucosidase in human spleen homogenate. Potency, µM (top dose mostly 79.9 µM), without a hit: at the top dose activity change, negative = inhibition, actives largely listed as inhibitors. AID 2112. 0.006% of 240,000 active. P10253. human spleen homogenate, 4-MU-alpha-glucoside fluorescence;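 note: 0% = enzyme with vehicle and -100% = no enzyme basal signal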
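Human spleen homogenate (1 ug) with 4-methylumbelliferyl-alpha-D-glucopyranoside (1 mM final) in 50 mM citrate/phosphate pH 5.0, 0.01% Tween-20; 40 min at 37 C. Stopped at pH 10; 4-MU fluorescence Ex 365/Em 440 nm; AC50 by Hill fit.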
GLA spleen mod: alpha-galactosidase A (human) modulation. 0.008% of 240,000 active. AID 2107. Potency, µM (doses to about 80 µM), inactives show at the highest dose activity change, negative = inhibition, actives largely listed as inhibitors. human spleen homogenate, 4MU-alpha-Gal fluorescence, 40 min;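 note: 0% = enzyme with vehicle and -100% = no enzyme basal signal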
Target sequence (P06280 32-429 limits assumed): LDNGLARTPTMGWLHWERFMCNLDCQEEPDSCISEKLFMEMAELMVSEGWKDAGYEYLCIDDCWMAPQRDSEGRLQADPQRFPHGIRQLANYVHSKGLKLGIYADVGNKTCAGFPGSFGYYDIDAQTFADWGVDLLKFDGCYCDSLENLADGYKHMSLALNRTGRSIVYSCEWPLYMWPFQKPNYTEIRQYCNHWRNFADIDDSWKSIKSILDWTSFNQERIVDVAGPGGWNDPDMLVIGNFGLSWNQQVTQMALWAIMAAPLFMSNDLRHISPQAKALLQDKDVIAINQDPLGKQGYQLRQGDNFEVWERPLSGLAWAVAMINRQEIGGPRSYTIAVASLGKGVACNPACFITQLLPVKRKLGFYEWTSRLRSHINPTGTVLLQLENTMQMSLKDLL
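Inhibition or activation of alpha-galactosidase in human spleen homogenate is scored by 4-MU fluorescence after 40 min at 37C, pH 5.0, with 1 mM substrate. AC50s come from concentration-response fitted to the Hill equation.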
SMN2 splice enh: increases expression of the SMN2 splice variant. HEK293 SMN2-luciferase splicing reporter, luminescence, 30-36 h. Potency, µM (titrated, usually from 46.1 µM), for inactives: at the highest dose activity change, positive = activation, actives largely listed as activators. 2.8% of 210,000 active. AID 1458; note: % of control where 0% means no effect; nearly all actives have a fitted effect of over 55% in size
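HEK293 cells carry an SMN2 minigene-luciferase reporter in which exon 7 inclusion puts luciferase in frame. Cells were seeded at 2000 cells/well, attached for 10-12 hours, then exposed to compounds for 30-36 hours at 37C before ONE-Glo luminescence.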
GoLoco inh red: blocks human Gai1 binding to RGS12 GoLoco peptide, red readout | 0.44% of 230,000 active | Gai1:RGS12 GoLoco peptide FP, rhodamine, 10 min | P63096 | Potency, µM (series often up to 61.6 µM), for the others: at the top dose activity, negative = inhibition, most hits filed as inhibitors | AID 880; active = well fitted inhibition curve with a large enough effect, not every such curve was filed as active; inactive = no such curve, though single readings can be large or run the other way; note: % is set by controls: 0 for no effect and ±100 for the full control effect; nearly all actives have a fitted effect of over 30% in size; many of its hits are not listed in these tables
Target sequence (P63096 whole entry, looked up): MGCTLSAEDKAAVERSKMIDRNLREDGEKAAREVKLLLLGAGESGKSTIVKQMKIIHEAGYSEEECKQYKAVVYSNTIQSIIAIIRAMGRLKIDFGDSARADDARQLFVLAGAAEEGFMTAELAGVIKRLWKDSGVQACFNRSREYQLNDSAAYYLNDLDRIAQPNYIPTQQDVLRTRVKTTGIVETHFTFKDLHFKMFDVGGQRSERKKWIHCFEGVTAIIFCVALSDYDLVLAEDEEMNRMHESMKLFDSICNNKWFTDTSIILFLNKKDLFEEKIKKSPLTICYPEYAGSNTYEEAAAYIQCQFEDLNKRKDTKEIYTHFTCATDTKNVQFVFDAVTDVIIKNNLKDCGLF
JMJD2E inh: inhibitors of human JMJD2E histone demethylase; B2RXH2; JMJD2E catalytic domain, FDH-coupled NADH fluorescence (FDH is formaldehyde dehydrogenase); Potency, µM (series often up to 57.1 µM), for the others: top-dose activity change, negative = inhibition, usual class: inhibitors; 1.6% of 230,000 active; AID 2147; active = well fitted inhibition curve with a large enough effect, not every such curve was filed as active; inconclusive = small, poorly fitted or top-dose-only effect, or another doubt; inactive = no such curve, though single readings can be large or run the other way;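 note: 0% = wells with enzyme and -100% = buffer wells without enzyme; nearly all actives have a fitted effect of over 50% in size; many of its hits are not listed in these tables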
Target sequence (B2RXH2 1-337 limits assumed): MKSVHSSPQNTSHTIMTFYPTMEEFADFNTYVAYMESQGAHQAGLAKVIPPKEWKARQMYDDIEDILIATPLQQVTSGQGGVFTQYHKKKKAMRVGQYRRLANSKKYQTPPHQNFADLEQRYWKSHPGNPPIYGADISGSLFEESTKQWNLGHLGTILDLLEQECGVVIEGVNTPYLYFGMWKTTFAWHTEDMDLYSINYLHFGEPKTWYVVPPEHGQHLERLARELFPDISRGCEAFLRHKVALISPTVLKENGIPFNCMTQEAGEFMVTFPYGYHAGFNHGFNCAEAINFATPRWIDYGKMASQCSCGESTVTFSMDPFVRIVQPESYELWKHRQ
Starred values were filed as active, the others as inactive; ? = inconclusive; nt = no result given; [ ] = another dose, or the depositor's remark. Unless noted, calls come from the whole dose curve; as a rule, active = well fitted curve in the direction sought with a large enough effect; inconclusive = small, poorly fitted or top-dose-only effect, or another doubt; inactive = no such curve, though single readings can be large; an effect the other way counts as inactive or inconclusive. Potency is the fitted concentration of half-maximal effect. A portion of the library. The share of hits here may be higher or lower than overall.

SMILES | ALDH1A1 block | GAA glycogen | GAA inh | GAA spleen mod | GLA spleen mod | SMN2 splice enh | GoLoco inh red | JMJD2E inh
Cc1cc(NC(=O)CSc2nnc(-c3ccco3)n2Cc2ccco2)no1 | 7% | -12% | -5% | 3% | 6% | -7% | -1% | 4%
CCOc1ccc(CCNC(=O)C(O)c2ccccc2)cc1 (stereo unspecified) | -3% | 10% | 3% | -9% | 8% | nt | nt | 8%
Cc1c2oc3c(C)ccc(C(=O)NC4C(=O)NC(C(C)C)C(=O)N5CCCC5C(=O)N(C)CC(=O)N(C)C(C(C)C)C(=O)OC4C)c3nc-2c(C(=O)NC2C(=O)NC(C(C)C)C(=O)N3CCCC3C(=O)N(C)CC(=O)N(C)C(C(C)C)C(=O)OC2C)c(N)c1=O (stereo unspecified) | -3% | nt | nt | 7% | 10% | -95%[inhibitor] | 9% | nt
CC1(C)N=C(N)N=C(N)N1c1cccc(C(=O)O)c1 | -4% | 3% | -7% | 2% | 6% | 21% | 6% | -21%
CCOC(=O)CCc1c(C)c2ccc(OCc3ccc([N+](=O)[O-])cc3)cc2oc1=O | 4% | 9% | -4% | -2% | 1% | -5% | 1% | 1%
Cn1c(=O)oc2cc(S(=O)(=O)NCCCN3CCCC3=O)ccc21 | 3% | 3% | -10%[15.4 µM] | 0% | 0% | 2% | -6% | 7%
O=C(Nc1nn[nH]n1)C12CC3CC(CC(C3)C1)C2 | ? | -5% | 0% | 15% | 8% | -33% | -10% | -5%
Cc1c(CCOC(=O)c2cc([N+](=O)[O-])ccc2Cl)sc[n+]1CCCCS(=O)(=O)[O-] | -9% | 0% | 2% | 3% | 5% | -5% | -3% | 9%
CCc1ccccc1SCc1noc(C(=O)NCC2CCCO2)c1C(=O)O (stereo unspecified) | -7% | 0% | 1% | -7% | -1% | 10% | 4% | 3%
COc1ccc(CCNC(=O)C2CCN(S(=O)(=O)c3ccc(-n4cnnn4)cc3)CC2)cc1OC | ? | -5% | -11% | -13% | -5% | 16% | 8% | -2%
CNS(=O)(=O)c1cccc(C(=O)OCc2csc(-c3ccccc3)n2)c1 | 13% | 3% | -10% | -4% | -3% | -3% | -3% | -21%
CCOc1ccccc1N1CN(Cc2ccccc2)CNC1=S | nt | 6% | nt | -1% | 8% | nt | 3% | 3%
CCOC(=O)Cn1nc(-c2ccc(Cl)cc2)cc1N | ? | 2% | -5% | -16% | 4% | -17% | 3% | -2%
CN(C)c1ccc(-c2ccncc2)cc1 | -2% | -2% | -14% | -3% | 1% | ? | -2% | -24%
OCCC1CN(Cc2cccnc2)CCN1CCc1ccccc1 (stereo unspecified) | 6% | 4% | 0% | -9% | -2% | nt | -7% | -5%
COCCCNC(=S)Nc1cc(C)c(C)cc1C | nt | -12% | nt | -2% | 3% | nt | 6% | 9%
CCOC(=O)c1ccc(NC(=O)c2cc(=O)[nH]c3ccccc23)cc1 | -6% | 14% | -1% | 2% | 1% | -10% | 5% | 6%
CCN(C(=O)COC(=O)C1CCN(S(=O)(=O)c2cccs2)CC1)c1ccccc1 | -3% | 4% | -3% | 1% | -3% | 10% | 3% | 14%
COCCSc1ccccc1C(=O)N1CCc2ccccc2C1 | 1% | -26% | 5% | -1% | 4% | -2% | 9% | ?
Cc1cc2cc(C=C(C#N)C#N)c(Cl)nc2cc1C | ? | 10% | 12% | 1% | -2% | ? | -30% | ?

Part of the list above, tab-delimited:
compound	ALDH1A1 block	GAA glycogen	GAA inh	GAA spleen mod	GLA spleen mod	SMN2 splice enh	GoLoco inh red	JMJD2E inh
CCOc1ccc(CCNC(=O)C(O)c2ccccc2)cc1 (stereo unspecified)	-3%	10%	3%	-9%	8%	nt	nt	8%
COc1ccc(CCNC(=O)C2CCN(S(=O)(=O)c3ccc(-n4cnnn4)cc3)CC2)cc1OC	?	-5%	-11%	-13%	-5%	16%	8%	-2%
OCCC1CN(Cc2cccnc2)CCN1CCc1ccccc1 (stereo unspecified)	6%	4%	0%	-9%	-2%	nt	-7%	-5%
Cn1c(=O)oc2cc(S(=O)(=O)NCCCN3CCCC3=O)ccc21	3%	3%	-10%[15.4 µM]	0%	0%	2%	-6%	7%
Cc1cc2cc(C=C(C#N)C#N)c(Cl)nc2cc1C	?	10%	12%	1%	-2%	?	-30%	?

Following part
SMILES | ALDH1A1 block | GAA glycogen | GAA inh | GAA spleen mod | GLA spleen mod | SMN2 splice enh | GoLoco inh red | JMJD2E inh
COc1ccc(/C(C)=N/N=C(N)N)c(OC)c1 | nt | -3% | nt | -11% | 2% | nt | 7% | -1%
CCOc1ccc(CCNC(=O)CSc2nn(-c3ccc(C)c(Cl)c3)c(=S)s2)cc1OCC | 28µM* | 8% | -3% | -2% | -4% | -7% | 78%[activator] | -5%
CCCCNC(NCCCC)=C(S(=O)(=O)CC)S(=O)(=O)CC | -8% | 4% | 2% | -3% | 7% | 9% | 3% | -2%
Cc1oc(-c2ccc3c(c2)OCCO3)cc1C(=O)O | ? | -4% | -14% | -3% | 2% | -36%[inhibitor] | -3% | ?
O=C1c2cccc3c([N+](=O)[O-])ccc(c23)C(=O)N1CC1CCCO1 (stereo unspecified) | ? | -8% | 1% | -1% | 0% | -22% | 1% | -6%
CCC/C=C(\CCC)C(NC(=O)c1ccccc1)c1ccc(C(=O)OC)cc1 (stereo unspecified) | -10% | nt | nt | 8% | 3% | -38%[inhibitor] | 0% | -5%
N#CN=C1SCCS1 | 9% | -2% | 2% | -7% | 22% | 3% | 1% | -10%
Clc1cc2cccnc2c2ccccc12 | ? | -5% | -2% | -5% | 3% | 4% | 6% | -9%
CC12CCC(=O)N1c1ccccc1C(=O)N2c1ccccc1 (stereo unspecified) | -7% | 4% | -1% | 0% | 1% | -4% | 3% | -9%
CCOC(=O)C1Oc2ccccc2C(c2ccc(C)cc2)=C1C(=O)OC (stereo unspecified) | ? | nt | nt | -1%[119 µM] | 3%[119 µM] | nt | 11%[88.7 µM] | nt
CCCCOc1ccc(N2C(=O)CC(NCc3ccncc3)C2=O)cc1 (stereo unspecified) | -7% | nt | -6% | 7% | -2% | -17% | 1% | -26%
COCC(C)NC(=O)c1cc(-c2cccc(OC)c2)on1 (stereo unspecified) | 7% | 1% | -4% | 6% | 7% | ? | 7% | 0%
O=C(CSc1nc(C2CCCCC2)nc2ccccc12)NCc1ccco1 | -6% | 5% | ? | -5% | -9% | -53%[inhibitor] | 18% | -22%
O=C(CCCc1nc2ccccc2s1)N1CCN(S(=O)(=O)c2cccs2)CC1 | ? | -2% | ? | -11% | 11% | -21% | 0% | 9%
Cc1ccc(-n2cc(CN3CCC(CO)(Cc4ccccc4)CC3)cn2)cc1 | 2% | -7% | nt | 5% | 9% | nt | 9% | 4%
Cc1ccc2c(c1)C1C3CCC(C3)C1S(=O)N2 (stereo unspecified) | 0% | 0% | 6% | -1% | -7% | -24% | -2% | -1%
COc1cc(C2C(=O)N(C3CCCC3)CC(=O)N2Cc2ccco2)ccc1OC(C)C (stereo unspecified) | -8% | 1% | 12% | -7% | -7% | 0% | -3% | 3%
COc1ccc(NC2CCN(C3CC(=O)N(c4ccc(F)c(Cl)c4)C3=O)CC2)cc1 (stereo unspecified) | 1.1µM* | ? | -3% | -11% | 2% | ? | -34% | -3%
O=C1CC(=O)CC(c2ccccc2)C1 | 8% | ? | -9% | 7% | 1% | -18% | 9% | 4%
Cn1c(=O)n(C)c2cc(NS(=O)(=O)c3ccc(C(C)(C)C)cc3)ccc21 | 0.56µM* | -11% | nt | 0% | 8% | nt | -3% | 9%
CCN(CC)S(=O)(=O)c1cc(C(=O)Oc2ccccc2OC)ccc1OC | 11% | -3% | -17% | 2% | 5% | -10% | 6% | 8%
CCOc1cc2[nH]c(=S)n(CCC(=O)NCc3ccco3)c(=O)c2cc1OCC | 7% | 0% | -2% | 0% | 7% | 22% | 4% | 5%
CCc1nnc(NC(=O)c2ccc(Cl)nc2)s1 | -6% | -8% | 1% | 4% | 2% | 26% | 0% | 4%
Cc1ccc(NS(=O)(=O)c2ccc(C3CCCCC3)cc2)cc1 | ? | 3% | -5% | -3% | 6% | -37%[inhibitor] | 2% | -8%
COc1ccc(CCNC(=O)CCCCCn2c(SCC(N)=O)nc3cc4c(cc3c2=O)OCO4)cc1OC | -1% | -6% | 5% | -4% | 5% | 5% | 4% | 11%
O=C1NC2(CCCCCCC2)C(=O)N1Cc1ccc(F)cc1 | ? | 0% | -15% | 2% | -8% | nt | 9% | 3%
CCCS(=O)(=O)n1nc(-c2ccc(OC)cc2OC)cc1N | 2% | 5% | 4% | -9% | -6% | 20% | 2% | 3%
CSc1ccccc1C(=O)C1CCCN(C(=O)CCc2cccnc2)C1 (stereo unspecified) | 7% | -4% | ? | -3% | -16% | nt | 15% | 4%
O=C(c1ccc(Cl)c(Cl)c1)N1CCC(=O)N(C(COCc2cccc(C(F)(F)F)c2)Cc2ccccc2)CC1 (stereo unspecified) | 0% | -12% | -6% | 2% | -4% | -85%[inhibitor] | -6% | 5%
COc1ccc(NC(=O)C2C(=O)NC3(C)CC2c2ccccc2O3)cc1 (stereo unspecified) | -10% | -1% | -10% | -4% | -1% | -26% | -9% | 5%
CC(C)C(=O)NC(=S)Nc1ccccc1C(=O)Nc1ccccc1 | -1% | 7% | -1% | -5% | 1% | 18% | -1% | -3%
COC(=O)c1ccccc1NC(=O)CSc1nncn1C | 8% | ? | 6% | 4% | 1% | 0% | 7% | -2%
CCN(CC)S(=O)(=O)c1ccc(-c2nnc(SCC(=O)Nc3cc(OC)cc(OC)c3)o2)cc1 | 13µM* | 1% | -4% | -10% | -6% | ? | 6% | 1%
COc1ccc(C2=NCCn3cccc32)c(OC)c1 | -3% | 8% | -4% | 4% | -3% | 5% | 2% | -2%
CCOC(=O)c1c(-c2ccc(OC)cc2)csc1/N=C/C1=C(O)CCCC1=O | 2.2µM* | 1% | -4% | -10% | -4% | 1% | 41%[activator] | -6%
O=[N+]([O-])c1ccc(SCCc2ccccn2)cc1 | nt | 2% | nt | -2% | -4% | nt | 18% | -1%
CC(NC(=O)c1ccc(C23CC4CC(CC(C4)C2)C3)cc1)C(=O)O (stereo unspecified) | -6% | 1% | 9% | -4% | -10% | 10% | 12% | 10%
